ERK EGF block: blocks ERK signaling stimulated by EGF; AID 1454; Potency, µM (series often up to 11.5 µM), without a hit: top-dose activity change, negative = inhibition, usual class: inhibitors; hit rate 0.41% among 130,000; HEK293-V1b, EGF-stimulated phospho-ERK AlphaScreen; active = well fitted inhibition curve with a large enough effect; inconclusive = small, poorly fitted or top-dose-only effect, or effect the other way;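 also: plate controls were stimulated vehicle wells for no effect and unstimulated vehicle basal for full effect; nearly all actives have a fitted effect of over 55% in size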
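EGF-stimulated (25 nM, 5 min) phospho-ERK in HEK293 cells stably expressing V1b, cells pretreated 30 min with compound at 37C. Homogeneous AlphaScreen read on lysates.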
An asterisk follows results filed as active; ? = inconclusive; & = joins results of further samples; [ ] = another dose, or the depositor's remark. Potency is read from the fitted curve at half-maximal effect.

ERK EGF block	SMILES
-1.5%[57.5 µM]	COc1cc([N+](=O)[O-])ccc1NC(=O)Cn1ccsc1=N
-4.1%	COc1ccc(CNC(=O)C2COc3ccccc3O2)cc1 (stereo not drawn)
-3.9%	COC(=O)CS(=O)(=O)c1cc([N+](=O)[O-])ccc1NC(=O)OC
1.0%	COC(=O)N1[C@H]2CC[C@@]3(C)CC(=O)C[C@]1(C)C3c1ccccc12
-3.6%[57.5 µM]	Cc1cc(=O)oc2cc(OCCC[n+]3ccccc3)ccc12
8.5%	FC(F)(F)c1cc(CN2CC3(CCNCC3)C2)cc(C(F)(F)F)c1
1.5%	O=C1/C(=C/c2ccc(O)cc2)CCc2ccc([N+](=O)[O-])cc21
0.7%	COc1cccc(CC(NC(C)=O)C(=O)NC2CCN(S(=O)(=O)c3ccc(NC(C)=O)cc3)CC2)c1 (stereo not drawn)
10.4%	COc1ccc(C(=O)C(/C=N/O)=N/Nc2ccc(F)cc2)cc1
-2.6%	CCOc1ccc(CC(=O)Nc2ccc(-c3ccc4nnc(C)n4n3)cc2)cc1
-7.0%	CCNc1ncc2nc(-c3ccc(Cl)cc3)c(=O)n(-c3ccccc3)c2n1
12.6µM*	COc1ccc(N2CCC(CNC(=S)Nc3c(C)cccc3C)C2)cc1 (stereo not drawn)
?	CC(C)=CCc1c2c(c3occ(-c4ccc(O)cc4)c(=O)c3c1O)C=CC(C)(C)O2
-1.7%	CN(Cc1cccc(F)c1)CC(O)COCc1ccccc1Cl (stereo not drawn)
4.2%[57.5 µM]	Cc1cccc(CN2CCN(Cc3cnn(-c4ccccc4F)c3)CC2CCO)n1 (stereo not drawn)
-12.7%[57.5 µM]	O=C(CSc1n[nH]c(=O)n1-c1cccnc1)N1CCOCC1
3.8%	O=C(CN1CCC(C(=O)c2cccc(Cl)c2)CC1)Nc1cccc(C(=O)O)c1
-9.4%	CC(=O)C1=C(C)N(Cc2ccco2)C(=O)N[C@@H]1c1ccccc1
-10.5%[57.5 µM]	Cc1ccc(C2NC(c3ccc(C)cc3)C(C)C(=O)C2C)cc1 (stereo not drawn)
-3.6%	CCOC(=O)Cn1nc(C)c(NC(=O)COc2cccc(Cl)c2)c1C
-7.1%	O=C(NCCc1ccccc1)C(=O)NCC1CCNCC1
5.5%	Cc1cccc(NC(=S)N(C)Cc2cn(C)c3ccccc23)c1
-1.8%	COc1ccc(CCNc2ncnc3sccc23)cc1OC
4.9%[57.5 µM]	Cn1c(=O)c(C(=O)CN2CCN(Cc3ccc4c(c3)OCO4)CC2)c(N)n(Cc2ccccc2)c1=O
-0.1%	COCCNC(=O)/C(C#N)=C/C(C)=C/c1ccccc1
1.8%	O=S(=O)(c1ccccc1)N1CCC[C@@]2(CCN(c3ccncc3)C2)C1
9.5%	CCSc1ncc(Cl)c(C(=O)Nc2ccccc2)n1
-7.5%	CN(C)c1ccc(NC(=O)c2cnsn2)cc1
-0.3%[57.5 µM]	COC(=O)C1=C(C)NC(=O)/C1=C/c1ccc(CNS(=O)(=O)c2ccc(C)cc2)o1
-5.0%	COc1cccc(-c2nc(CCl)cs2)c1
-0.6%	CCN1CC2([N+](=O)[O-])CC=C(OC)C([N+](=O)[O-])(C1)C2 (stereo not drawn)
-10.0%	CSc1ccccc1NC(=O)Cn1nc([N+](=O)[O-])cc1C
-4.8%[57.5 µM]	O=C(NNC(=S)NC(=O)c1ccco1)c1ccc(F)cc1
3.6%	O=c1c2sccc2nc(SCc2cc(=O)n3cc(Br)ccc3n2)n1Cc1ccccn1
22.1%[57.5 µM]	O=C(Nc1ccc(N2CCOCC2)nc1)c1c(F)cccc1F
-6.9%	Cc1cc(Cl)c(S(=O)(=O)Nc2cc(S(=O)(=O)N3CCOCC3)ccc2F)cc1OCC(N)=O
11.6%	CC(C)N=C1NN=C(c2ccc(Cl)c(Cl)c2)CS1
3.0%	Cc1nc2sc(C(=O)Nc3ccccc3)c(N)c2c(C)c1[N+](=O)[O-]
5.8%	CCn1c(CN2CCN(c3cccc(C)c3C)CC2)n[nH]c1=S
7.9%	CC1CCN(c2c(NCC3CCC(C(=O)NCCc4ccccc4)CC3)c(=O)c2=O)CC1 (stereo not drawn)
4.0%	COC(=O)c1ccc(NC(=O)C(=O)N2CCN(C(=S)Nc3ccccc3OC)CC2)cc1
8.8%	CN(C)S(=O)(=O)c1ccc(Nc2nc(C3CC3)nc3c2nnn3Cc2ccccc2Cl)cc1
-3.8%	CCc1c(C)nc2ncnn2c1N1CCCC(C(=O)NCc2cccs2)C1 (stereo not drawn)
-2.4%	COC(=O)c1nnc(C(=O)NCc2ccccc2)c2[nH]c3ccc(OC)cc3c12
-18.7%[57.5 µM]	NC(=O)CC(NC(=O)Cc1ccc(Br)cc1)c1ccc(NCC2CC2)c([N+](=O)[O-])c1 (stereo not drawn)
8.1%	COc1cc(C2NC(=O)NC(C)=C2C(C)=O)cc(OC)c1OC (stereo not drawn)
0.9%[57.5 µM]	COc1cccc(CC2(CO)CCCN(Cc3cc4ccccc4[nH]3)C2)c1 (stereo not drawn)
-6.3%	O=[N+]([O-])C(=C1Nc2ccccc2N1)C(Cl)=C(Cl)Cl
-4.8%	CCCCC/C=C\C[C@@H](O)/C=C/C=C\CCC(=O)O
2.7%	CC12CN3CCN(CC(C3)/C1=N/NC(=O)Nc1ccccc1)C2

3 structures from above, arranged by number of heavy atoms, highest first.
ERK EGF block	SMILES
8.8%	CN(C)S(=O)(=O)c1ccc(Nc2nc(C3CC3)nc3c2nnn3Cc2ccccc2Cl)cc1
-2.4%	COC(=O)c1nnc(C(=O)NCc2ccccc2)c2[nH]c3ccc(OC)cc3c12
0.9%[57.5 µM]	COc1cccc(CC2(CO)CCCN(Cc3cc4ccccc4[nH]3)C2)c1 (stereo not drawn)

Other structures follow.
ERK EGF block	SMILES
-4.0%	COc1ccc(C(=O)Cn2c(NCCO)nc3ccccc32)cc1
3.2%	CCOC(=O)C1CCCN(C(=O)c2cccc(S(=O)(=O)N3CCOCC3)c2)C1 (stereo not drawn)
0.5%	Cc1nc2ccccc2c(=O)n1Nc1cccc(Cl)c1
-7.0%	COc1ccc(C2CC(=O)C=C(O)C2)cc1 (stereo not drawn)
-1.4%	CC[C@@]1(O)C(=O)COc2c1cc1n(c2=O)Cc2c-1nc1cccc(C(C)C)c1c2[Si](C)(C)C
-9.7%&-14.8%	CC(Cc1ccccc1)C(=O)Nc1ccccc1 (stereo not drawn)
-5.3%	COc1ccccc1NC(=O)CCS(=O)(=O)c1ccccc1
-2.2%	COCCNC(=S)Nc1cc(OC)c(OC)cc1C#N
-3.6%	CC(=O)c1cccc(NC(=O)CSc2nnc(-c3cccnc3)o2)c1
8.9%	Cc1c(CCOC(=O)c2cc([N+](=O)[O-])cc([N+](=O)[O-])c2)sc[n+]1CC(=O)c1ccc(Br)cc1
3.5%	COc1ccc(OCCNC(=O)CSc2ccc(C(F)(F)F)cc2[N+](=O)[O-])cc1
-8.3%	Cc1ccc(-c2nn(-c3cccc(F)c3)cc2CNCc2cccnc2)o1
-10.2%	CCNc1nc(NCC)nc(SCCOC(=O)Nc2ccccc2)n1
6.9%[57.5 µM]	CCc1ccn2cc(-c3cc(-c4ccccc4)no3)nc2c1
-6.0%	Cc1cc(Cl)ccc1N(CC(=O)NCCSCc1ccco1)S(C)(=O)=O
11.0%	O=C(c1cccc2ccccc12)C1CCCN(C(=O)CCc2cnccn2)C1 (stereo not drawn)
2.2%	CC(C)CC1C(C#N)=C(N)Oc2n[nH]c(-c3ccccc3)c21 (stereo not drawn)
4.7%	CCN(CC)c1ccc(CN2CCC(C(=O)NCc3ccc(C)cc3)CC2)cc1
-0.4%	O=C(O)c1ccc(Nc2nc(-c3ccccc3)c3ccccc3n2)cc1
-7.0%[57.5 µM]	Cc1ccc(S(=O)(=O)NCC(c2ccccc2)N2CCCCC2)cc1 (stereo not drawn)
2.1%[57.5 µM]	CCCCCCCn1c(NC(=O)CC)nc2ccccc21
4.1%	COc1ccc(-n2c(=S)[nH]c3cc(C(=O)NCc4ccco4)ccc3c2=O)cc1OC
3.1%	Cc1ccc(NC(=O)C2CCCN2S(=O)(=O)c2ccc3c(c2)n(C)c(=O)c(=O)n3C)cc1C (stereo not drawn)
2.0%	COc1ccc(CC(=O)NCC(=O)N/N=C(/C)c2ccco2)cc1
2.8%	O=C(NNC1OC(CO)C(O)C(O)C1O)c1cccnc1 (stereo not drawn)
-20.9%[57.5 µM]	Cc1nc(CNC(=O)c2cc(COc3c(F)cccc3F)on2)cs1
0.3%	CN(C)CCCN(C(=O)COc1ccccc1)c1nc2c(F)cccc2s1
-7.6%	CSc1ncc(Cl)c(C(=O)C(C#N)c2nc3c(C)cc(C)cc3c(=O)[nH]2)n1 (stereo not drawn)
11.2%	COc1ccc(C)cc1NC(=O)C(Sc1nnc(Nc2cc(C)ccc2OC)s1)c1ccccc1 (stereo not drawn)
-4.9%	CCOc1ccc(CCNC(=O)COC(=O)c2ccccc2O)cc1OCC
-0.9%	Cc1cccc2cc(CN(CC3CCCO3)C(=O)c3ccco3)c3nnnn3c12 (stereo not drawn)
3.4%	Cc1ccc(CNC(=O)COC(=O)CSc2cc(C)c(Br)cc2C)cc1
-0.9%	O=C(O)C1CCC(Cn2c(SCc3cc(=O)n4cc(Cl)ccc4n3)nc3ccsc3c2=O)CC1 (stereo not drawn)
13.1%	C=CCSc1nc(C)c(CCCC)c(=O)[nH]1
5.2%	CCOC(=O)c1nn(-c2ccc(F)cc2)c2nc(CC(C)C)c(C#N)c(=O)n12
0.7%	COCc1nnc(NC(=O)c2ccccc2[N+](=O)[O-])s1
-2.5%	O=C(Nc1nnc(-c2ccco2)o1)c1ccc(Cl)cc1
5.8%	COc1cc(/C=N/NC(=O)C(=O)NCc2cccnc2)cc(OC)c1OC
-1.6%[57.5 µM]	Nc1ccc(-n2nc(C(F)(F)F)cc2C(F)(F)F)cc1
0.1%	CNC(=O)Nc1cccc(C(F)(F)F)c1

Nothing new here: 3 of the compounds above.
ERK EGF block	SMILES
-0.9%	Cc1cccc2cc(CN(CC3CCCO3)C(=O)c3ccco3)c3nnnn3c12 (stereo not drawn)
3.4%	Cc1ccc(CNC(=O)COC(=O)CSc2cc(C)c(Br)cc2C)cc1
-0.9%	O=C(O)C1CCC(Cn2c(SCc3cc(=O)n4cc(Cl)ccc4n3)nc3ccsc3c2=O)CC1 (stereo not drawn)

The listing continues:
ERK EGF block	SMILES
-2.8%	CC1(C)OC(=O)N(c2ccccc2)C12C=Cc1c(ccc3ccccc13)O2 (stereo not drawn)
-2.5%[57.5 µM]	O=C(NCc1ccncc1)/C(=C/c1cccc([N+](=O)[O-])c1)NC(=O)c1ccccc1
2.1%	CCC(C)[C@H](NC(=O)NCc1ccc(S(N)(=O)=O)cc1)C(=O)OC (stereo partly drawn)
-0.9%[57.5 µM]	Cc1nc(NC(=O)CSc2nncs2)c(Cl)cc1Cl
-2.6%[57.5 µM]	CCc1cc(C(=O)c2ccc(OC)cc2)c(NC(=O)CCC(=O)O)s1
-12.6%[57.5 µM]	COc1ncccc1-c1nnn(-c2ccc(C)cc2)n1
7.7%	COc1cc(C2C(C#N)=C(N)Oc3cc4c(cc32)OCO4)cc(OC)c1OC (stereo not drawn)
-1.4%	O=C1CCCC2=C1C(c1ccccc1)CC(=O)N2c1ccc(F)cc1F (stereo not drawn)
-9.4%	O=C(Cn1nc(CNc2ccc(Cl)cc2)[n+]2c1CCCCC2)c1ccc(Br)cc1
-0.8%	Cc1ccccc1OCC(=O)Nc1nc(C)c(C(=O)N(C)C)s1

Looked up by structure from the entries so far:
ERK EGF block	SMILES
8.1%	COc1cc(C2NC(=O)NC(C)=C2C(C)=O)cc(OC)c1OC (stereo not drawn)
11.0%	O=C(c1cccc2ccccc12)C1CCCN(C(=O)CCc2cnccn2)C1 (stereo not drawn)
-2.4%	COC(=O)c1nnc(C(=O)NCc2ccccc2)c2[nH]c3ccc(OC)cc3c12
-18.7%[57.5 µM]	NC(=O)CC(NC(=O)Cc1ccc(Br)cc1)c1ccc(NCC2CC2)c([N+](=O)[O-])c1 (stereo not drawn)
22.1%[57.5 µM]	O=C(Nc1ccc(N2CCOCC2)nc1)c1c(F)cccc1F

Later entries.
ERK EGF block	SMILES
-6.2%	O=C(Nc1ccc(Br)c(C(F)(F)F)c1)c1ccccc1
-4.8%	O=C1C=CC2C(c3ccc4c(c3)OCO4)CC1N2Cc1ccccc1 (stereo not drawn)
15.3%	Cc1cccc(C)c1NC(=O)C(NC(=O)CN1C(=O)c2ccccc2C1=O)c1ccccc1 (stereo not drawn)
-8.6%&-9.6%	CC(=O)C1=C(C)N(CC2CC2)C(=O)N[C@H]1c1ccc(Br)cc1
-1.4%	Cc1nn(C)c(C)c1NC(=O)c1cc2nc(-c3ccco3)cc(C(F)(F)F)n2n1
-15.5%	O=C(CN1C(=O)C2C3C=CC(C3)C2C1=O)Nc1ccc(S(=O)(=O)N2CCCCC2)cc1 (stereo not drawn)
34.2%	O=C(c1ccccc1SCc1ccc(F)cc1)N1CCOCC1
1.8%	COc1cccc(C(c2sc3nc(C)nn3c2O)N2CCC3(CC2)OCCO3)c1 (stereo not drawn)
-4.0%	NC(CCCP(=O)(O)O)C(=O)O (stereo not drawn)
1.7%	O=C(COc1ccccc1)N1c2ccccc2Sc2ccccc21
-1.8%	Cc1nc2ccccc2nc(C)c1=NOCc1cccc(F)c1
-2.1%	Cc1cc(C)nc(N(C#N)Cc2cccc([N+](=O)[O-])c2)n1
-5.0%	CCN(CC(=O)Nc1ccc(NC(C)=O)cc1)CC(=O)Nc1ccc(F)c(Cl)c1
0.1%	O=C(CN1C(=O)C(=O)N(Cc2ccccc2)C1=O)Nc1ccc(F)c(Cl)c1
-2.5%	COc1ccc(S(=O)(=O)NC(N)=NCCc2ccc(OC)c(OC)c2)cc1
-0.4%[57.5 µM]	O=C(NCc1ccccc1)/C(=C/c1ccco1)NC(=O)c1ccco1
1.6%	S=C(Nc1ccc(Cl)cc1)c1nc2ccccc2[nH]1
-13.5%	Cc1c(C(=O)N2CCc3ccccc3C2)oc2ccc(S(=O)(=O)N3CC(C)CC(C)C3)cc12 (stereo not drawn)
1.7%	CCS(=O)(=O)c1ccc2c(c1)N(S(=O)(=O)c1ccc(C)cc1)CC(C(=O)O)O2 (stereo not drawn)

Bioassay records (PubChem)

A portion of the library; rates above refer to the full screens.
